Assay outcomes deposited in PubChem by Broad Institute.
Cneo AK release = Cryptococcus neoformans lysis via adenylate kinase release; C. neoformans lysis, adenylate kinase release luminescence, 4 h; normalised: neutral wells 0, clomiphene wells 100; lysis activity, % at 15 µM; 360,000 compounds, 0.2% hits;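 active = mean lysis activity across replicates of at least 80%, whatever share of replicates individually reach that level; inactive = mean lysis activity below 80%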
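Schedule: static 4 h at 37 °C with compound, 1 h detection; system: C. neoformans cells; benchmarks: Clomiphene as positive control; buffer or medium: fresh YPD medium; measure: luminescence rise reflecting yeast cell lysis; measured by: luminescent adenylate kinase detection reagent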
PGC1a acetyl inh = PGC1a acetylation modulation, inhibitor mode | U2OS PGC1a acetylation, AlphaScreen anti-acetyl-lysine; with virally co-expressed GCN5 acetyltransferase | inhibition, % at 15.6 µM | 350,000 compounds, 0.17% hits;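 active = every replicate shows inhibition of at least 40%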;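 also: 0% = neutral control wells and 100% = positive control wells; some results beyond the cut were filed as inactive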
ARNT-TACC3 inh = disruptors of human ARNT/TACC3 interaction; 390,000 compounds, 0.66% hits; AlphaScreen His-ARNT PAS-B/GST-TACC3 binding, luminescence; TACC3 fragment carries E629A point mutation; inhibition, % at 9.99 µM;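 active = mean inhibition of replicates at least 50% and at least half of replicates each reaching 50%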;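 also: 0% = complete ARNT plus TACC3 wells and 100% = ARNT alone without TACC3; many hits fall short of the cut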
GSIS activator = primary screen for activators of insulin secretion dependent on glucose, INS-1E cells, GLuc reporter luminescence; INS-1E GLuc reporter insulin secretion, 2-3 h; activation, % at 16.6 µM; 370,000 compounds, 0.61% hits;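 active = lowest replicate activation of at least 40%, so every replicate reaches that level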;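 also: 0% = median of neutral control wells and 100% = median of IBMX positive control wells; some compounds called inactive have numbers as strong as hits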
LGR2 inh = blocks bursicon-induced cAMP signaling via Drosophila LGR2. HEK293 LGR2, CRE-luciferase, bursicon-stimulated, 4 h. inhibition, % at 9.99 µM. 380,000 compounds, 0.35% hits;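 active = drop in luminescence signal, shown as inhibition above about 50% in the replicate tests, limit read from the data, passing the limit was not always enough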;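 also: agonist challenge used bursicon conditioned medium at about half maximal strength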
PglD inh = inhibitors of Campylobacter jejuni PglD acetyltransferase. 360,000 compounds, 0.098% hits. purified PglD enzyme, DTNB colorimetric CoA detection. inhibition, % at 12.5 µM. AID 602405; in the data active = inhibition above about 16%, passing the limit was not always enough; also: strong numbers were not always called active
PAX8 inh HTS = lowers PAX8-driven luciferase in RMG-I cells; RMG-I TPO-luciferase reporter, SteadyGlo, 24 h; inhibition, % at 12.6 µM; 360,000 compounds, 1.2% hits; AID 652154;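 active = mean replicate inhibition at least 60% with every replicate also reaching 60%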;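 also: luciferase light reporting Pax8 driven TPO promoter activity; plate controls were median of neutral control wells for no effect and mitoxantrone controls for full effect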
C2C12 statin = suppressors of simvastatin-induced myotoxicity in C2C12 myotubes; ATP luminescence, 48 h; scaled: DMSO 0, geranylgeraniol control 100; rescue of ATP level, % at 7.49 µM; 330,000 compounds, 0.78% hits;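 active = mean ATP rescue above about 67%, or every replicate alone reaching that limit, limit read from the data, passing the limit was not always enough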;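 also: myotubes were challenged with 10 µM simvastatin during compound exposure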
The depositor's hits bear a star; x = not tested or not shown; & = joins results of further samples; ! = not confirmed by another sample.

smiles,Cneo AK release,PGC1a acetyl inh,ARNT-TACC3 inh,GSIS activator,LGR2 inh,PglD inh,PAX8 inh HTS,C2C12 statin
O=C(C[C@H]1CC[C@H](NS(=O)(=O)c2ccc(F)cc2)[C@H](CO)O1)NCCN1CCCCC1,0,-2,x,6,1,1,1,-2
COc1cc2[nH]c(=S)nc(NCc3ccccc3)c2cc1OC,0,-5,41,0,-10,1,-14,-16
CN(C)CC(=O)Nc1ccc2c(c1)[C@@H]1C[C@H](CC(=O)NCc3ccc(Cl)cc3)O[C@@H](CO)[C@@H]1O2,72,15,-2,-2,-7,-2,x,6
COc1cccc(CNc2nc3ccccc3n2CCN2CCCCC2)c1OC,5,-4,-14,x,x,-3,x,-20
CCSc1nnc(NC(=O)Nc2cccc(C)c2)s1,x,12,-2,11,-38,x,-101,x
CO[C@@H]1CC[C@@H]2CCN(C)C(=O)[C@@H](C)CN(C)C(=O)c3cc(C#N)ccc3OC[C@@H]1O2,1,x,-9,4,11,2,-8,17
COc1cc(/C=C2\SC(N)=NC2=O)cc(Br)c1O,-1,20,-3,-23,-10,-2,8,-15
COc1ccc(NC(=O)NC23CC4(C)CC(C)(CC(C)(C4)C2)C3)cc1OC,-2,x,-5,0,5,1,6,x
CCOC(=O)CNc1nc(Cl)nc(Nc2ccc(Cl)cc2)n1,0,-5,x,-2,-13,9,14,x
O=S1(=O)CC(N2CCCC2)CN1C1CCCCC1 (stereo not drawn),3,5,x,5,-10,0,-4,0
CC(C)CCC(C)NC(=O)Cc1ccc(S(=O)(=O)N2CCOCC2)s1 (stereo not drawn),0,-3,2,-14,2,4,0,x
CC1CN(C(=O)COC(=O)CSc2ccc([N+](=O)[O-])cc2)CC(C)O1 (stereo not drawn),x,3,-1,-10,1,-1,0,26
N#C[C@@H]1[C@H](c2ccc(C#CC3CCCC3)cc2)[C@H](CO)N1S(=O)(=O)c1ccccc1,-2,-2,12,3,13,1,16,-10
NNC(=O)C1CC1c1ccccc1 (stereo not drawn),-5,1,-1,-7,8,1,-4,x
CC(C)(C)C(=O)C(Cc1ccccc1)n1cncn1 (stereo not drawn),0,-1,-1,x,x,3,-7,-7
Cn1nc(NC(=O)C(F)(F)F)c2nccnc21,-1,1,x,x,10,-3,5,1
C[C@H]1CN([C@@H](C)CO)C(=O)c2cc(NC(=O)Nc3ccc(F)cc3)ccc2O[C@H]1CN(C)C(=O)Nc1ccc2c(c1)OCO2,x,0,x,1,-7,x,x,-8
Cc1ccc(S(=O)(=O)N2C[C@H]3C(=O)C[C@@H](c4ccccc4)N(S(=O)(=O)c4ccc(C)cc4)[C@H]3C[C@H]2c2cccc3ccccc23)cc1,1,-7,x,3,5,3,-3,-19
Cc1nc2c(cc1C(=O)N/N=C/c1ccc(O)c(O)c1)c(=O)n(C)c(=O)n2C,1,0,0,-1,3,1,9,x
CC(C)(C)N1CC(c2nc3ccccc3n2Cc2ccc(Cl)cc2)CC1=O (stereo not drawn),1,9,-18,x,x,-4,x,47
Cc1nc(NC(=O)CN(C)S(=O)(=O)c2ccc(Br)cc2)sc1C,x,-17,-20,5,-30,x,x,9
COc1ccc(NC(=O)CSc2nc(NS(=O)(=O)c3ccc(C)cc3)cc(=O)[nH]2)cc1,-1,3,-15,x,x,0,6,2
CCOC(=O)Cn1c(=O)c2c(nc(Br)n2CC(=O)OCC)n(C)c1=O,-3,1,-2,-23,0,3,x,-39
COc1cccc(S(=O)(=O)Nc2ccc3c(c2)[C@@H]2C[C@@H](CC(=O)NCc4ccc(Cl)cc4)O[C@@H](CO)[C@@H]2O3)c1,2&-1,-3&1,-1,-22&-22,-6&8,-4&6,75*!,-13&4
Nn1c(SCC(=O)Nc2ccc(OC(F)F)cc2)nnc1-c1ccco1,0,3,x,1,-7,5,-7,-5
COc1cc(/C=C/C(=O)O)cc(S(=O)(=O)Nc2ccc3[nH]c(=O)[nH]c3c2)c1OC,-1,4,2,x,-16,1,-15,13
CNC[C@@H]1OCCCC[C@@H](C)Oc2ccc(NS(=O)(=O)c3c(C)noc3C)cc2C(=O)N([C@H](C)CO)C[C@@H]1C,0,-4,-8,18,-12,-1,-9,x
CC(C)CC(COCc1cccc(Cl)c1)N1CCN(C(=O)c2cccc(C(F)(F)F)c2)CCC1=O (stereo not drawn),-1,-7,x,-55,-5,-4,13,1
COC(=O)C1=C(C)Nc2nnnn2C1c1cccs1 (stereo not drawn),1,-4,-2,x,x,-4,x,3
COc1ccc(NC(=O)CN(C)CC(=O)Nc2ccc(Cl)cc2[N+](=O)[O-])cc1,-3,-12,23,-19,-4,15,11,1
COc1ccccc1C(=O)NNC(=O)C1CCCO1 (stereo not drawn),x,x,-6,-3,-14,x,23,2
Fc1ccc(N2CCN(c3cnc4ccccc4n3)CC2)cc1,-1,x,-6,-35,-81,4,-144,13
CCCCC(=O)Nc1ccc(C(=O)NN2C(=O)c3ccccc3C2=O)cc1,-1,-8,-11,4,6,2,x,-3
COc1ccc(NC(=O)N(C)C[C@@H]2OCCCC[C@@H](C)Oc3ccc(NS(=O)(=O)c4ccc(Cl)cc4)cc3C(=O)N([C@H](C)CO)C[C@H]2C)cc1,0,-1,-5,11,-2,-1,64*,x
CCCCn1c(=S)[nH]c2cc(S(=O)(=O)N3CCOCC3)ccc21,0,4,-4,41,-4,-1,-15,13
O=C(NCCCn1ccnc1)c1cc(C2CC2)on1,-3,3,5,15,-1,-1,17,-5
O=c1c2ccccc2nc(-c2ccc(Cl)cc2Cl)n1O,x,3,-6,9,3,x,3,x
C=CCN1c2ccccc2[C@]23C[C@@H](C(=O)OC)N(C(=O)CC(C)C)C2=NC(C(=O)OC)=C(C(=O)OC)[C@H]13,-1,1,2,-21,2,-1,8,-18
CC(C)(C)NC(NC(=O)Cc1ccccc1)C(Cl)(Cl)Cl (stereo not drawn),4,5,3,x,x,5,-3,x
CCNC(=O)/C(C#N)=C/c1c(N2CCN(c3ccc(OC)cc3)CC2)nc2c(C)cccn2c1=O,-1,x,7,-26,8,1,28,-3
CCN(CC)CC(=O)Nc1sc(C)cc1C(=O)c1ccc(C)cc1,0,-3,-4,18,8,22*,20,7
CCN1CCN(c2ccc(S(=O)(=O)N3CCOCC3)cc2NC(=O)c2ccc(C)c(C)c2)CC1,-1,-21,4,19,-14,2,3,18
O=C(OCc1ccc(Cl)cc1)c1cccnc1Cl,x,-3,-8,5,-7,x,-7,x
COc1ccc(N2C(=O)CC(NCc3cccs3)C2=O)cc1 (stereo not drawn),-1,-1,x,x,x,-4,-1,7
COc1cc(CN2CCC(C(=O)NC(c3ccc(F)cc3)c3ncccc3C)CC2)cc(OC)c1 (stereo not drawn),-3,-10,x,-38,17,-1,-4,6
O=C(O)c1cccc(C(=O)O)c1Br,0,x,-7,-25,-2,-1,2,3
CCCCc1cc(=O)oc2cc(C)cc(OC(C)C(=O)NCc3cccnc3)c12 (stereo not drawn),1,3,-11,14,-1,-7,-3,-38
COc1cccc(C(=O)Nc2nnc(-c3cccs3)o2)c1,0,8,52*,10,-3,0,-46,-16
CC(CCc1ccco1)NC(=O)CCc1nnc2ccc(NCc3ccc(Cl)cc3)nn12 (stereo not drawn),-1,13,0,4,-7,-3,8,-3
COc1ccc(CCNC(=O)CCCOc2cccc(C)c2C)cc1OC,x,8,-12,-2,-6,x,11,22
COc1ccccc1/C=C/C(=O)Nc1cccnc1Cl,-4,x,-2,29,-52,-4,-155,1
COc1cc(C(=O)N2CC(=O)Nc3ccccc32)cc(OC)c1OC,0,1,x,11,2,1,-24,-1
Cn1c(CCN2CCCCC2)nc2cc(NS(=O)(=O)c3ccc(F)cc3)ccc21,3,-2,2,x,x,-6,51,-4
COc1ccccc1-n1cnnc1SCC(=O)NCC1CCCO1 (stereo not drawn),x,-14,0,-13,6,x,-18,x
O=C(C[C@@H]1C[C@H]2c3cc(NS(=O)(=O)c4ccc(F)cc4)ccc3O[C@H]2[C@H](CO)O1)NCCc1ccccc1,5,-9,-11,-35,15,-3,13,2
CC(C)(C)[S@](=O)N1Cc2cc(C(=O)NCC(F)(F)F)nc(-c3cccc(-c4cccc(F)c4)c3)c2[C@@H]1CCO,-11,6,-3,-12,13,-4,48,1
CC(=O)NNC(=O)c1csc(Cc2c(Cl)sc3ccc(Cl)cc23)n1,x,2,2,17,8,x,12,x
O=C(C1CCCCN1S(=O)(=O)c1ccccc1[N+](=O)[O-])N1CCCCC1 (stereo not drawn),x,-11,-8,7,15,x,15,x
O=C1C=C(N2CCOCC2)CO1,4,x,x,9,-6,1,-6,0
COc1ccc(C2=NN(C(=O)CSc3nc(=O)n4ccc(C)cc4n3)C(c3ccc(C)cc3)C2)cc1 (stereo not drawn),3,x,-2,-3,5,1,-3,34

More compounds follow.
smiles,Cneo AK release,PGC1a acetyl inh,ARNT-TACC3 inh,GSIS activator,LGR2 inh,PglD inh,PAX8 inh HTS,C2C12 statin
CCOc1ccc(C2C3=C(CCCC3=O)OC(N)=C2[N+](=O)[O-])cc1 (stereo not drawn),8,2,-5,1,-12,2,9,-5
CCN(CC)S(=O)(=O)c1ccc(OC)c(NC(=O)CCc2c(C)noc2C)c1,-1,-10,-3,-13,3,2,-8,-7
CC(=O)c1ccc(NC(=S)Nc2cccc(Cl)c2C)cc1,2,5,2,17,-2,-1,-4,5
CO[C@H](CN(C)Cc1cc(F)ccc1F)[C@@H](C)CN(C(=O)Nc1ccc(C(F)(F)F)cc1)[C@H](C)CO,13,-1,3,-26,-2,2,x,-10
CC(=O)OC12CC3CC(C1)C(=NO)C(C3)C2,7,1,-3,3,19,1,x,94*
CC(=O)Nc1ccc(S(=O)(=O)NCC2CCC(C(=O)N3CCCCCC3)CC2)cc1 (stereo not drawn),-1,-6,22,x,x,6,x,-5
COc1cc(CN2CCCC(C(=O)N3CCc4ccccc4C3)C2)cc(OC)c1OC (stereo not drawn),-1,4,5,-17,1,-2,3,9
CCOC(=O)N1CCN(C(=O)COc2ccc3oc4c(c3c2)CCCC4)CC1,0,-13,3,-54,-5,-1,x,1
Cn1c(=O)c(=O)n(C)c2cc(N3CCOCC3)c(NS(=O)(=O)c3ccc(F)c(Cl)c3)cc21,x,x,-4,-1,-6,x,-11,x
O=C1CCN(c2ccccc2)N1,1,4,-12,6,12,7,x,5
CCC(=O)N1CCCCN2[C@H](C1)[C@@H](c1ccc(-c3cccc(C#N)c3)cc1)[C@@H]2CO,51,-5,-5,-7,-13,-1,-2,-27
CCOC(=O)C1=CN(Cc2ccc(Br)cc2)S(=O)(=O)NC1C (stereo not drawn),1,3,1,-44,-12,3,3,0
O=C(C[C@H]1CC[C@@H]2[C@H](COC[C@@H](O)CN2C(=O)Nc2cccc(Cl)c2)O1)NCC1CCCCC1,-8,17,3,-22,-15,1,1,-9
CN(C)/C=N/c1ncc(C(=O)c2ccc(-c3ccccc3)cc2)s1,x,-5,4,-2,-36,x,-14,x

Arranged by value in GSIS activator (ascending): some entries from above
SMILES	GSIS activator
Cn1c(=O)c(=O)n(C)c2cc(N3CCOCC3)c(NS(=O)(=O)c3ccc(F)c(Cl)c3)cc21	-1
CC(=O)OC12CC3CC(C1)C(=NO)C(C3)C2	3
CC(=O)c1ccc(NC(=S)Nc2cccc(Cl)c2C)cc1	17
